Screens (PubChem)
MITF inh = human MITF inhibition, primary screen. 0.91% of 650,000 active. inhibition, % at 2.6 µM. AlphaScreen MITF homodimerization, bead proximity signal. AID 1259374. O75030; in the data active = inhibition above about 50%;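 note: 0% = vehicle wells with protein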
Target sequence (O75030 whole entry, looked up): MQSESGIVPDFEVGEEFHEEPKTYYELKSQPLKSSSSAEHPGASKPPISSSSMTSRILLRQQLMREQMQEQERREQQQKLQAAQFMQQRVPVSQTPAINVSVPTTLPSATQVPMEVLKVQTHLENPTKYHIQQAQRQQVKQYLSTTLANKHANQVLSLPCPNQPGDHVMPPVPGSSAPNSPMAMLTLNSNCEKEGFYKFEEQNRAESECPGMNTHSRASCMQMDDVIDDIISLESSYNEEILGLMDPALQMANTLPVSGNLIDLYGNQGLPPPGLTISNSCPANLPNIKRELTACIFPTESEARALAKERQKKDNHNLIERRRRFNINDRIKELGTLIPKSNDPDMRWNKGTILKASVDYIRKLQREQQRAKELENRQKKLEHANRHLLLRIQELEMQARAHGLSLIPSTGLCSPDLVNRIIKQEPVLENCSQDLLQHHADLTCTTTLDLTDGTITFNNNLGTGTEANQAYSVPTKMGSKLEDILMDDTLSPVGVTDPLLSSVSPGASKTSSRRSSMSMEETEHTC
TEAD-YAP inh = TEAD-YAP interaction inhibition; HEK-TIYL cells, TEAD-Gal4/YAP UAS-luciferase luminescence; inhibition, % at 9.12 µM; 1.4% of 640,000 active; AID 1259422; in the data active = inhibition above about 32%;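 note: 0% = median of test compound wells and 100% = reference inhibitor wells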
GPR151 activ = activators of human GPR151; Q8TDV0; PathHunter beta-arrestin GPR151 cells, luminescence; activation, % at 11.2 µM; 1% of 650,000 active; in the data active = activation above about 4.9%;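 note: 0% = median of compound wells and 100% = cells with positive control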
Target sequence (Q8TDV0 whole entry, looked up): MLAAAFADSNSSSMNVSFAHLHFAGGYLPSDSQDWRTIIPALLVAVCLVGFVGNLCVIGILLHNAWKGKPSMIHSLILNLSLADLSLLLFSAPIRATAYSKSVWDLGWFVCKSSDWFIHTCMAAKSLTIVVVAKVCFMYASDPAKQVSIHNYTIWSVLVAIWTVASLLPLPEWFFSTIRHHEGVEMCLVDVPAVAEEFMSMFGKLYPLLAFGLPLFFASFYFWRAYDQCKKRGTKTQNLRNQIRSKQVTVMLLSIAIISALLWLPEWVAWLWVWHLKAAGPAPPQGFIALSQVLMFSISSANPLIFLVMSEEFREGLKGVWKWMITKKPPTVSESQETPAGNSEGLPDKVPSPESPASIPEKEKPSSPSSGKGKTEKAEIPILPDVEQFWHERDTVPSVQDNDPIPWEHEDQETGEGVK
FBW7 activator = activators of human E3 ligase FBW7. normalized activity (activation), % at 26.1 µM. AlphaScreen FBW7–phospho-cyclin E peptide binding, activator screen. 0.13% of 650,000 active. Q969H0. AID 1259310; in the data active = normalized activity above about 1.9%;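 note: purified mutant Fbw7 with reduced substrate affinity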
* marks the source's active call; other numbers are inactive results.

Key to letters – A = MITF inh; B = TEAD-YAP inh; C = GPR151 activ; D = FBW7 activator
Cc1ccc(CNC(=O)C(C)N2Cc3ccccc3C2=O)cc1 (configuration not stated)
  A: -4.8; B: -2.4; C: 3.2; D: -0.1
CC(NC(=O)C1(c2cccc(F)c2)CCCC1)c1nc(-c2cccnc2)n[nH]1 (configuration not stated)
  A: -7.7; B: -2.4; C: 0.2; D: 0.0
COCCCNC(=O)c1cc2c(Cl)nc3ccc(C)cc3c2s1
  A: 23.7; B: 1.1; C: 0.4; D: -0.1
Cc1ccccc1CSc1ccc(C(=O)NNC(=O)c2ccco2)cc1[N+](=O)[O-]
  A: 13.4; B: -4.9; C: 0.1; D: -0.2
CC1CCCN(S(=O)(=O)c2ccc(C(=O)Nc3sc4c(c3C(N)=O)CCN(C(C)C)C4)cc2)C1 (configuration not stated)
  A: 3.7; B: 1.1; C: 0.0; D: -0.1
O=C(O)C1C2C=CC(C3CC23)C1C(=O)Nc1cccc(Cl)c1 (configuration not stated)
  A: 1.9; B: -20.4; C: -0.7; D: 0.1
Cc1cc(-c2ccccc2)nc2cc(C(=O)NCC3CCCO3)nn12 (configuration not stated)
  A: 21.1; B: 1.0; C: -0.8; D: 0.1
O=C(c1nn2c(c1Cl)NC(c1ccc(F)cc1)CC2C(F)(F)F)N1CCN(c2ccc(F)cc2)CC1 (configuration not stated)
  A: 8.9; B: 9.1; C: -1.8; D: 0.0
COc1ccc(C2CC(C(F)(F)F)n3nc(C(=O)N4CCc5ccccc5C4)cc3N2)cc1OC (configuration not stated)
  A: -4.8; B: 11.3; C: 0.5; D: -0.1
CCCCOC(=O)C(C)Oc1ccc2c(=O)c(Oc3ccc(OC)cc3)coc2c1 (configuration not stated)
  A: 4.0; B: 0.6; C: -0.1; D: -0.1
O=C1[C@H]2CN(CC3CCCCC3)CCN2C(=O)[C@H]2CCCN12
  A: 15.2; B: 5.7; C: -0.9; D: 0.9
CC(=O)c1c(C)[nH]c(C(=O)OCC(=O)NC(C)c2cccc(Cl)c2)c1C (configuration not stated)
  A: -1.4; B: 5.2; C: -0.8; D: 0.0
CCCN1C(=O)/C(=C/c2nc3ccccc3c(=O)[nH]2)c2ccccc21
  A: 1.4; B: -7.9; C: -1.4; D: -0.2
CNC(=O)C1CN(c2ccc([N+](=O)[O-])cc2[N+](=O)[O-])C1
  A: -14.8; B: -1.9; C: 0.6; D: -0.1
CC(=O)Oc1cc2c(C(=O)N3CCN(Cc4ccccc4)CC3)c(C)oc2c2ccccc12
  A: 13.8; B: -0.1; C: 2.2; D: -0.1
Cc1cc(=O)oc2c1ccc1occ(Nc3ccc(O)cc3)c12
  A: 9.3; B: 15.6; C: 2.0; D: -0.2
C=CCn1c(C)c(/C=c2\sc3n(c2=O)C(c2ccccc2)C(C(=O)OCC)=C(C)N=3)c2ccccc21 (configuration not stated)
  A: -5.8; B: 1.1; C: 1.2; D: 0.2
Cc1ccc(NC(=O)c2sc3nc4c(c(-c5ccco5)c3c2N)CCC4)cc1Cl
  A: -0.6; B: 8.3; C: 0.3; D: -0.2
COc1cccc(/C=N/NC(=O)CCCCC(=O)N/N=C/c2cccc(OC)c2)c1
  A: -7.4; B: 73.6*; C: 2.5; D: 0.2
CCOc1cc(C(=S)N2CCCC2)ccc1OC
  A: 9.5; B: -4.4; C: -0.3; D: 0.1
COc1ccccc1C(=O)Nc1cc(-c2nc3ccccc3s2)ccc1Cl
  A: 0.2; B: -29.2; C: 0.2; D: -0.1
CNC(=O)C12CC3(C)CC(C)(CC(C)(C3)C1)C2
  A: -12.0; B: 6.7; C: -1.1; D: 0.3
CC(C)CN1CCN2C(=O)[C@H]3CCCN3C(=O)[C@H]2C1
  A: 14.0; B: 3.3; C: 0.7; D: 0.0
CCCCOc1ccc(S(=O)(=O)NCc2ccc(OC)cc2)cc1
  A: -8.9; B: 5.5; C: -1.1; D: 0.3
COc1ccc(-c2nc3ccc(C(=O)NCc4ccc5c(c4)OCO5)cc3nc2-c2ccc(OC)cc2)cc1
  A: 5.4; B: 1.7; C: 0.3; D: 0.8
CCN(c1cccc(C)c1)S(=O)(=O)c1c[nH]c2ccc([N+](=O)[O-])cc12
  A: 0.8; B: 4.5; C: -0.9; D: 0.2
COc1ccc(NS(=O)(=O)c2ccc3[nH]c4c(c3c2)CCCC4)cc1OC
  A: 21.4; B: 29.8; C: -1.2; D: 0.2
O=C1Cc2cc(S(=O)(=O)N3CCCCC3)ccc2N1
  A: 9.2; B: 1.6; C: 0.8; D: 0.1
COC(=O)c1ccc(C(=O)NCC(c2cccc3ccccc23)N(C)C)cc1 (configuration not stated)
  A: 8.1; B: 4.9; C: -1.0; D: 0.0
CC(=O)C(=Cc1cc(C)n(-c2ccccc2)c1C)C(C)=O
  A: -2.5; B: -13.2; C: 1.7; D: -0.3
CCOC(=O)c1ccccc1NC(=O)CN(c1cccc([N+](=O)[O-])c1)S(C)(=O)=O
  A: -10.9; B: -6.5; C: -0.9; D: -0.3
COc1ccc(-n2c(C)cc(C(=O)COC(=O)C3CC3C)c2C)cc1 (configuration not stated)
  A: -2.0; B: 15.7; C: -2.3; D: -0.1
C#CCn1cnc2c(cnn2-c2ccccc2)c1=O
  A: 3.4; B: -3.8; C: -1.1; D: 0.0
CCc1ccc(C2CC(c3ccc(Cl)cc3)n3nnnc3N2)cc1 (configuration not stated)
  A: -3.7; B: 3.2; C: 1.2; D: -0.1
COC(=O)c1ccccc1NC(=O)CSc1nc2ccsc2c(=O)n1CCCN1CCN(c2ccc(OC)cc2)CC1
  A: 10.2; B: 2.4; C: -1.0; D: -0.1
COCCN(CCOC)S(=O)(=O)c1ccc(C(=O)NC2=C(C(=O)OC)SCC2)cc1
  A: 9.4; B: -0.9; C: 0.4; D: 0.0
O=C(CN1C(=O)C2CC=C(Cl)CC2C1=O)Nc1ccc(C(=O)O)cc1 (configuration not stated)
  A: -8.2; B: -2.5; C: 0.3; D: -0.2
CCCCNC(=O)CSc1ncccc1C(=O)NCc1ccc(Cl)c(Cl)c1
  A: 6.2; B: 5.5; C: -0.1; D: -0.1
CCOC(=O)c1nnn(-c2nonc2-n2cccc2)c1CN1CCC(C(=O)OCC)CC1
  A: -5.1; B: -37.1; C: 2.3; D: 0.1
Nc1nnc(CC(=O)N/N=C/c2ccc(O)cc2)s1
  A: -1.4; B: 5.2; C: -1.4; D: -0.2
COc1ccccc1NS(=O)(=O)c1ccc(F)cc1
  A: 9.3; B: -9.6; C: 0.5; D: 0.2
COc1cc(/C=C(\C#N)c2nc3ccc(C)cc3[nH]2)ccc1OCc1ccc(Cl)cc1Cl
  A: 2.8; B: -22.2; C: 0.7; D: -0.1
O=C(Nc1ccc(-c2nc3ccccc3o2)cc1)c1ccc(S(=O)(=O)N2CCCCC2)cc1
  A: 5.3; B: 4.1; C: -1.1; D: 0.2
CN(C)c1ccc(/C=N\NC(=O)CCn2nnc3ccccc32)cc1
  A: 18.4; B: 5.1; C: 1.9; D: 0.1
O=c1c(Nc2cccnc2)c(-c2ccccc2)c1=O
  A: -1.0; B: 1.5; C: 1.2; D: 0.1
O=C(NNS(=O)(=O)c1ccc([N+](=O)[O-])cc1)c1cccc(I)c1
  A: -12.8; B: -10.0; C: -0.1; D: 0.1
Clc1ccc(Nc2nc3nonc3nc2Nc2ccc(Cl)cc2)cc1
  A: 12.7; B: 92.2*; C: 2.4; D: -0.3
Cc1ccc(C2CC(c3cccs3)=NN2C(=O)CSc2nnc(CNC(=O)c3ccccc3F)n2-c2ccccc2)cc1 (configuration not stated)
  A: -11.2; B: 4.0; C: -0.7; D: -0.1
CC(C)(C)NC(=O)CN(CC1CCCO1)C(=O)C(=O)Nc1ccc2c(c1)OCCO2 (configuration not stated)
  A: 0.5; B: 1.6; C: 0.0; D: -0.1
Cc1cccc(C(=O)Nc2ccccc2C(=O)OCC(=O)Nc2ccc(C(N)=O)cc2)c1
  A: 2.2; B: -16.3; C: -1.2; D: -0.1

More results:
Key to letters – A = MITF inh; B = TEAD-YAP inh; C = GPR151 activ; D = FBW7 activator
CCS(=O)(=O)C1=NN2C(=N)/C(=C\c3ccc(SC)cc3)C(=O)N=C2S1
  A: -0.1; B: -5.5; C: 1.8; D: -0.1
CCOC(=O)c1c(-c2ccc(-c3ccccc3)cc2)csc1NC=O
  A: -10.6; B: -11.7; C: 0.8; D: 0.2
C/C(=N\NC(=O)COc1ccc(Cl)cc1)c1ccc([N+](=O)[O-])cc1
  A: 4.8; B: 5.8; C: 0.0; D: 0.0
Cc1sc2nc(C)n(C3CCN(C(=O)c4cnn(C)c4C)CC3)c(=O)c2c1C
  A: -10.3; B: 4.2; C: 0.4; D: -0.1
N/C(=N\OC(=O)c1ccc(Cl)cc1Cl)c1ccccc1
  A: 3.3; B: -4.7; C: 2.0; D: 0.5
Cc1ccc2c(c1)NC(=O)C(CC(=O)NCCc1ccc(S(N)(=O)=O)cc1)O2 (configuration not stated)
  A: -1.1; B: -3.8; C: -0.5; D: -0.3
CCOc1ccc(NC(=O)c2c(NC(=O)c3ccc(C)cc3)sc3c2CCC3)cc1
  A: 7.4; B: 3.7; C: -1.9; D: 0.1
COc1cc([N+](=O)[O-])cc2sc(NC(=O)c3sc4ccccc4c3Cl)nc12
  A: 22.7; B: -10.3; C: -0.9; D: 0.1
C=CCSc1nc(C)c2cc(OCC)ccc2n1
  A: 7.0; B: -30.0; C: -0.5; D: 1.1
CN1CCN(c2nc3c(c(=O)[nH]c(=O)n3C)n2CCCOc2ccccc2)CC1
  A: 20.8; B: -4.5; C: 3.3; D: 1.2

Not a retest: an excerpt of the list.
Key to letters – A = MITF inh; B = TEAD-YAP inh; C = GPR151 activ; D = FBW7 activator
COc1ccccc1NS(=O)(=O)c1ccc(F)cc1
  A: 9.3; B: -9.6; C: 0.5; D: 0.2
COc1cc(/C=C(\C#N)c2nc3ccc(C)cc3[nH]2)ccc1OCc1ccc(Cl)cc1Cl
  A: 2.8; B: -22.2; C: 0.7; D: -0.1
O=C(Nc1ccc(-c2nc3ccccc3o2)cc1)c1ccc(S(=O)(=O)N2CCCCC2)cc1
  A: 5.3; B: 4.1; C: -1.1; D: 0.2
CN(C)c1ccc(/C=N\NC(=O)CCn2nnc3ccccc32)cc1
  A: 18.4; B: 5.1; C: 1.9; D: 0.1
O=c1c(Nc2cccnc2)c(-c2ccccc2)c1=O
  A: -1.0; B: 1.5; C: 1.2; D: 0.1
O=C(NNS(=O)(=O)c1ccc([N+](=O)[O-])cc1)c1cccc(I)c1
  A: -12.8; B: -10.0; C: -0.1; D: 0.1
Clc1ccc(Nc2nc3nonc3nc2Nc2ccc(Cl)cc2)cc1
  A: 12.7; B: 92.2*; C: 2.4; D: -0.3
Cc1ccc(C2CC(c3cccs3)=NN2C(=O)CSc2nnc(CNC(=O)c3ccccc3F)n2-c2ccccc2)cc1 (configuration not stated)
  A: -11.2; B: 4.0; C: -0.7; D: -0.1
CC(C)(C)NC(=O)CN(CC1CCCO1)C(=O)C(=O)Nc1ccc2c(c1)OCCO2 (configuration not stated)
  A: 0.5; B: 1.6; C: 0.0; D: -0.1
Cc1cccc(C(=O)Nc2ccccc2C(=O)OCC(=O)Nc2ccc(C(N)=O)cc2)c1
  A: 2.2; B: -16.3; C: -1.2; D: -0.1
CCS(=O)(=O)C1=NN2C(=N)/C(=C\c3ccc(SC)cc3)C(=O)N=C2S1
  A: -0.1; B: -5.5; C: 1.8; D: -0.1
CCOC(=O)c1c(-c2ccc(-c3ccccc3)cc2)csc1NC=O
  A: -10.6; B: -11.7; C: 0.8; D: 0.2
C/C(=N\NC(=O)COc1ccc(Cl)cc1)c1ccc([N+](=O)[O-])cc1
  A: 4.8; B: 5.8; C: 0.0; D: 0.0

Continued.
Key to letters – A = MITF inh; B = TEAD-YAP inh; C = GPR151 activ; D = FBW7 activator
COCCNC(=O)CCC1CCN(Cc2ccc(OC)cc2F)CC1
  A: -3.2; B: 4.3; C: 1.6; D: 0.2
CC(C)N(C(=O)CN(C)S(=O)(=O)c1ccc2c(c1)SCC(=O)N2)C1CCCCC1
  A: -6.9; B: 2.8; C: -0.2; D: 0.1
COc1cccc(-c2nc(C3CCCN3C(=O)CCCC(=O)O)n3ccccc23)c1 (configuration not stated)
  A: -17.0; B: -8.6; C: 5.7*; D: -0.8
O=C(Nc1cccnc1)c1ccc2c(c1)C(=O)N(Cc1ccco1)C2=O
  A: 7.4; B: -3.1; C: 0.3; D: 0.2
O=c1c2c([nH]c3ccccc13)C(=C1CCCC1)CC2
  A: -1.2; B: -8.0; C: 1.0; D: -0.1
COc1ccccc1C(=O)Nc1ccc(CC(=O)NCc2cccs2)cc1
  A: 7.6; B: 26.7; C: -0.5; D: 0.0
COC(=O)c1sc2ccccc2c1NC(=O)c1ccc(S(=O)(=O)N2CC(C)CC(C)C2)cc1 (configuration not stated)
  A: 5.7; B: -0.1; C: -1.5; D: -0.3
COc1cccc2c(C)c(C(=O)N3CCC(C(=O)c4cccnc4)CC3)[nH]c12
  A: -0.5; B: -7.8; C: 0.4; D: -0.2
Cc1cccc(OCCCC(=O)N2CCOCC2)c1C
  A: -1.9; B: 1.3; C: 1.2; D: -0.2
CS(=O)(=O)N1CCN(c2ccc(NC(=O)c3cccs3)cc2)CC1
  A: 1.7; B: -41.5; C: -0.5; D: -0.1
CCNc1cnn(-c2cccc(C(=O)Nc3cc(OC)c(OC)c(OC)c3)c2)c1
  A: 8.7; B: -5.3; C: 2.5; D: 0.2
CC(=O)c1ccc(N2CCN(C(=O)c3ccc(Br)cc3)CC2)c(F)c1
  A: 8.4; B: 2.4; C: 0.9; D: 0.0
